Screening data (PubChem)
Pf growth 48h = P. falciparum growth inhibition at 48 hours (one generation); P. falciparum luciferase growth in erythrocytes, 48 h; AID 504832; 310,000 tested, 5.9% active; Potency, µM (titrated, usually from 28.7 µM), for the others: at the top dose activity change, negative = inhibition, usual class: inhibitors; note: potency is the fitted concentration of half-maximal effect; % is set by controls: 0 for no effect and ±100 for the full control effect
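A one-generation exposure of luciferase-tagged malaria parasites in RPMI 1640/Albumax erythrocyte culture, 37 C and 5% CO2. Inhibition is inferred from decreased luminescence after adding detection reagent.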
Pf growth 96h = P. falciparum growth inhibition at 96 hours; P. falciparum luciferase reporter growth, 96 h; Potency, µM (titrated, usually from 28.7 µM), for inactives: at the highest dose activity change, negative = inhibition, usual class: inhibitors; 320,000 tested, 6.9% active; AID 504834; note: potency is the fitted concentration of half-maximal effect; % is set by controls: 0 for no effect and ±100 for the full control effect
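P. falciparum expressing integrated firefly luciferase grown in erythrocytes (2% hematocrit, 0.05% parasitemia final) with compounds for 96 hours at 37 C, 5% CO2. Growth inhibition read as loss of luminescence after adding luciferase detection reagent.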
Shiga inhibitor = Shiga toxin inhibition | Vero cells, Shiga toxin protein synthesis inhibition reporter | inhibition, % at 38.7 µM | 290,000 tested, 9.2% active | AID 2315; in the data active = inhibition mostly above about 28%, no sharp cut-off; inactive = mostly below about 43%; note: 0% is about no effect
FBPA Giardia inh = Giardia lamblia aldolase inhibition; A8B2U2; purified Giardia FBPA; Potency, µM (titrated, usually from 59.6 µM), inactives show top-dose activity, negative = inhibition, usual class: inhibitors; 290,000 tested, 0.71% active; AID 2451; note: potency is the fitted concentration of half-maximal effect; % is set by controls: 0 for no effect and ±100 for the full control effect; nearly all actives have a fitted effect of over 55% in size
Target sequence (A8B2U2 whole entry, looked up): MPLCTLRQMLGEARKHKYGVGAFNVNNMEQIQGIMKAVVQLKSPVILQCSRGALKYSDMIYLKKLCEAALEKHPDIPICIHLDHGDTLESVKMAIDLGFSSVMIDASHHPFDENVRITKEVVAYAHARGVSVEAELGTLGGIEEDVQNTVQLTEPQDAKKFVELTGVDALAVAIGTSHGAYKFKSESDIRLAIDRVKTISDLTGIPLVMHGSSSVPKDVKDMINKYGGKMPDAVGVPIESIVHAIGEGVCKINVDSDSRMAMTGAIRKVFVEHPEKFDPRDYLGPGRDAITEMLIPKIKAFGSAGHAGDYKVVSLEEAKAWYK
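Giardia FBPA (40 nM reagent) was preincubated 10 min at RT with compound (up to 57.5 uM final), then substrate plus GAPDH/TPI/NAD/arsenate coupling system with diaphorase/resazurin was added; resorufin fluorescence (525/598 nm) was read after 20 min.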
HCV inhibitor = HCV inhibition | Potency, µM (top dose mostly 41.8 µM), for inactives: at the top dose activity change, negative = inhibition, hits mostly inhibitors | Huh7.5.1 HCVcc-Cre infection, luciferase reporter, 44 h | 340,000 tested, 3.4% active; note: potency is the fitted concentration of half-maximal effect; % is set by controls: 0 for no effect and ±100 for the full control effect
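Whole-lifecycle infectious HCVcc-Cre system; cells 1,000/well, compound then virus (~0.5 moi) added 4 h after plating, 44 h culture. Luciferase read 15 sec following 15 min substrate incubation, room temp.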
CHX counter = affects cycloheximide protein synthesis inhibition readout, counter-screen | AID 2314 | max response, % | 300,000 tested, 12% active | cell reporter, cycloheximide protein synthesis inhibition counterscreen; in the data active = max response mostly above about 13%, no sharp cut-off; inactive = mostly below about 14%; note: read at 38.3 µM for the half of the compounds with a filed dose; 0% is about no effect
Starred values were filed as active, the others as inactive; ? = inconclusive; nt = no result given; & = joins results of further samples; [ ] = remark or other dose. Unless noted, calls come from the whole dose curve; as a rule, active = well fitted curve in the direction sought with a large enough effect; inconclusive = small, poorly fitted or top-dose-only effect, or another doubt; inactive = no such curve, though single readings can be large; an effect the other way counts as inactive or inconclusive.

item	Compound	Pf growth 48h	Pf growth 96h	Shiga inhibitor
1	COc1ccc(CCNC(=O)c2ccc3c(c2)N(Cc2ccc(F)cc2)CCS3)c(OC)c1	?	?	2
2	CCC(=O)/C=C1/Sc2ccccc2N1CC	-23%	391%[activator]	121*
3	C=CCn1cn[nH]c1=S	21%	35%[activator]	-4
4	Cc1ccc(NC(=S)N2CCCC(CO)C2)c(C)c1 (stereo not drawn)	39%[activator]	13%	12
5	Cc1cccc(CN(CC(=O)N/N=C/c2cccs2)S(=O)(=O)c2ccc(Cl)cc2)c1	-1%	?	16
6	Cn1cc(S(=O)(=O)N2CCCC2)cc1C(=O)NCc1ccccc1	19%	-7%	-3
7	CCOC(=O)C(CC(C)C)CP(=O)(O)CNC(=O)OCc1ccccc1 (stereo not drawn)	0%	7.4µM*	-6
8	O=C(CCC(=O)N1CCN(Cc2ccc(F)cc2)CC1)Nc1nnc(C2CCCCC2)s1	-25%	?	3
9	CC1(c2ccc(OC(F)F)cc2)NC(=O)N(CC(=O)N2CCN(C(=O)c3ccco3)CC2)C1=O (stereo not drawn)	2%	-8%	nt
10	COc1ccc(N(CC(=O)Nc2cccc(N(C)S(C)(=O)=O)c2)S(=O)(=O)c2ccc(C)cc2)cc1	?	?	-9
11	Cc1cc(NC(=O)CSc2[nH]c(=O)cc(C(F)(F)F)c2C#N)no1	-21%	?	nt
12	COc1ccc(C(CNC(=O)c2ccc(Cl)c(NC(=O)c3cccs3)c2)N2CCCC2)cc1 (stereo not drawn)	10µM*	8.3µM*	nt
13	Cc1oc(C(N)=O)nc1-c1ccccc1	44%[activator]	71%[activator]	16
14	Cc1ccc(Cn2nc(C)c(NC(=O)C3(C)CC3(Br)Br)c2C)cc1 (stereo not drawn)	-30%	?	14
15	COc1cccc(/C(O)=C2/C(=O)C(=O)N(c3ccccn3)C2c2ccc(OC)c(OC)c2)c1 (stereo not drawn)	-17%	-27%	17

item	FBPA Giardia inh	HCV inhibitor	CHX counter
1	nt	?	1
2	-12%	-14%	29*
3	?	-4%	-1
4	1%	18%	9
5	-13%	11µM*	-2
6	7%	4%	6
7	13%	11%	-4
8	nt	?	-1
9	nt	-5%	nt
10	-4%	?	9
11	nt	2%	nt
12	nt	?	nt
13	2%	10%	7
14	4%	-1%	-1
15	-5%	10%	7

Next section
item	Compound	Pf growth 48h	Pf growth 96h	Shiga inhibitor
16	CCCC(=O)C1=C(O)C(C(=O)OC)C(C)(C)CC1=NCCc1ccccc1 (stereo not drawn)	-14%	?	-6
17	NC(=S)NC1CC2CC1C1C=CCC21 (stereo not drawn)	0%	0%	-5
18	CCN(CC)c1ccc(Nc2nc(N3CCOCC3)c3ccccc3n2)cc1	0%	nt	-18
19	CCOC(=O)C1CCN(c2cc3c(cc2NC(=O)c2ccc(OC)c(OC)c2)n(C)c(=O)n3C)CC1	8.3µM*	?	-5
20	CN(Cc1nccs1)C(=O)c1ccc(OC2CCN(CCc3ccccc3)CC2)cc1	?	16%	-9
21	O=C(CN1CCOCC1)NN=C(c1ccccc1)c1ccccc1	0%	-16%	-5
22	CCN(c1ccccc1)S(=O)(=O)c1ccc(Cl)c(NC(=O)c2ccc(=O)[nH]n2)c1	?	-9%	nt
23	COc1ccc(NC(=O)CN(C)C(=O)C(CCSC)NC(=O)c2ccccc2)cc1 (stereo not drawn)	18%	5%	-13
24	COc1cc2c(cc1NC(=O)CN(C)Cc1cccc(OC)c1OC)oc1ccccc12	-27%	0%	-29
25	Cc1ccc(NC(=O)Nc2ccc3c(c2)nnn3C)cc1C	119%[activator]	?	27
26	CCC(C)NC(=O)CSC1=Nc2ccccc2C2=NC(CC(=O)NCc3ccccc3)C(=O)N12 (stereo not drawn)	9.3µM*	-1%	-1
27	Cc1ccc(NC(=O)CS(=O)CC(=O)N(CC(=O)NC2CCCC2)c2cccc(C)c2C)cc1 (stereo not drawn)	?	-16%	-20
28	O=C(NC1CCCCC1)n1c(=O)oc2ccc(Cl)cc21	20%	14%	-5
29	CCc1ccc(N=C2N=C(N)c3ccccc32)cc1	nt	78%[activator]	54*
30	CC(C)(C)NC(=O)COC(=O)CNC(=O)c1cc(Cl)cc([N+](=O)[O-])c1	20%	-10%	-6

item	FBPA Giardia inh	HCV inhibitor	CHX counter
16	10%	0%	-4
17	0%	26%	2
18	-11%	4.5µM*	-4
19	-19%	?	2
20	4%	?	-2
21	3%	19%	0
22	nt	2%	nt
23	-2%	4%	-3
24	-11%	3.5µM*	11
25	4%	17%	9
26	13%	2%&4%	-2
27	0%	5%	-3
28	-18%	-1%	7
29	-4%	-18%	32*
30	1%	8%	-7

(cont.)
item	Compound	Pf growth 48h	Pf growth 96h	Shiga inhibitor
31	Cc1ccc(NC2=CC(=O)C(=O)c3ccccc32)cc1	0.52µM*	0.83µM*	115*
32	CCn1c(CCNC(=O)c2ccc(OC)cc2)nnc1SCc1ccc(Cl)c(Cl)c1	?	?	-6
33	Cc1ccccc1C(=O)Nc1ccc(N2CCN(C(=O)c3ccco3)CC2)cc1	-8%	?	36
34	CC1(C)CC(NC(=O)c2ccc3c(c2)OCO3)CC(C)(C)N1	6%	34%[activator]	-6
35	COCCCNC(=O)C(=O)N/N=C/c1ccc(OCC(=O)Nc2cccc(Cl)c2C)c(OC)c1	10%	13%	-19
36	c1ccc(-c2cc(-c3ccccc3)[nH]n2)cc1	222%[activator]	-18%	129*
37	CC(C)C(=O)Nc1ccc(C(=O)CN2C(=O)NC3(CCOc4ccccc43)C2=O)cc1 (stereo not drawn)	?	6%	nt
38	O=C(COc1ccccc1Br)NCCC1=CCCCC1	?	?	nt
39	COc1cc(S(=O)(=O)NCc2ccc(F)cc2)ccc1-n1cnnn1	13%	?	-11
40	COc1ccc(-c2oc3cccnc3c2-c2ccc(OC)nc2)cc1	-2%	?	22*
41	COc1cccc(CNC(=O)CSc2nc3c(oc4ccccc43)c(=O)n2CC2CCCO2)c1 (stereo not drawn)	-29%	16%	nt
42	COc1cc2c(cc1OC)CN(CCOc1ccc(Br)cc1)CC2	-4%	?	-8
43	Cc1cc(C)c(NS(=O)(=O)c2cccc3cccnc23)c(C)c1	?	-22%	-7
44	Cc1cc(NC(=O)CCC(=O)N(Cc2ccco2)C(C)(C)C(=O)NC2CCCCC2)no1	?	-6%	8
45	CCCc1c(C)nn(-c2ncccc2[N+](=O)[O-])c1C	2%	6%	-3

item	FBPA Giardia inh	HCV inhibitor	CHX counter
31	5.6µM*	10µM*	43*
32	-2%	?	-3
33	-7%	-11%	-8
34	-1%	12%	-2
35	-1%	-4%	10
36	7%	-24%	37*
37	nt	?	nt
38	nt	?	nt
39	nt	8%	-4
40	-2%	?	25*
41	nt	-12%	nt
42	-20%	?	-1
43	?	11%	1
44	6%	?	-5
45	1%	0%	1

The listing continues.
item	Compound	Pf growth 48h	Pf growth 96h	Shiga inhibitor
46	Cc1ccc(S(=O)(=O)c2nc(-c3ccccc3F)oc2N2CC(C)OC(C)C2)cc1 (stereo not drawn)	-21%	?	-11
47	CCCn1cnc2cc(NCc3cccs3)ccc21	57%[activator]	47%[activator]	106*
48	CN(C)c1cc[n+](CC(=O)Nc2ccc(OC(F)F)cc2)cc1	2.3µM*	0.47µM*	3
49	Cc1cnn(-c2nc(-c3ccccc3)cc(-c3ccccc3)n2)c1	?	-14%	-5
50	COc1ccc(-n2c(=S)[nH]c3cc(C(=O)Nc4cc(C(N)=O)ccc4OC)ccc3c2=O)c(OC)c1	-23%	0%	3
51	COc1ccc(S(=O)(=O)N2CCc3ccccc32)cc1C(=O)O	1%	91%[activator]	nt
52	CC(C)[C@@H](C(=O)NCc1ccco1)N1C(=O)N2CCc3c([nH]c4ccccc34)[C@@]2(C)C1=O	?	?	-1
53	O=S(=O)(c1ccc(S(=O)(=O)N2CCN(C3CCCCC3)CC2)cc1)N1CCCCCC1	2%	?	9
54	Cn1cc(/C=N/Nc2ccccc2)c2ccccc21	?	?	29
55	O=C(c1cccnc1)N1C2CCC1CC(O)(c1ccc(F)cc1)C2 (stereo not drawn)	-2%	70%[activator]	-2
56	COCCCn1c(=O)c2ccccc2n2c(=S)[nH]nc12	5%	-2%	26

item	FBPA Giardia inh	HCV inhibitor	CHX counter
46	-2%	?	0
47	1%	?	33*
48	0%	-8%	-1
49	-1%	7.9µM*	-3
50	?	10%	-8
51	-6%	2%	-4
52	-10%	-24%	-2
53	3%	18%	-1
54	-7%	?	4
55	5%	20%	-1
56	7.1µM*	15%	-2

Some of these compounds in order of count of non-hydrogen atoms, descending:
item	Compound	Pf growth 48h	Pf growth 96h	Shiga inhibitor
50	COc1ccc(-n2c(=S)[nH]c3cc(C(=O)Nc4cc(C(N)=O)ccc4OC)ccc3c2=O)c(OC)c1	-23%	0%	3
27	Cc1ccc(NC(=O)CS(=O)CC(=O)N(CC(=O)NC2CCCC2)c2cccc(C)c2C)cc1 (stereo not drawn)	?	-16%	-20
1	COc1ccc(CCNC(=O)c2ccc3c(c2)N(Cc2ccc(F)cc2)CCS3)c(OC)c1	?	?	2
20	CN(Cc1nccs1)C(=O)c1ccc(OC2CCN(CCc3ccccc3)CC2)cc1	?	16%	-9
5	Cc1cccc(CN(CC(=O)N/N=C/c2cccs2)S(=O)(=O)c2ccc(Cl)cc2)c1	-1%	?	16
16	CCCC(=O)C1=C(O)C(C(=O)OC)C(C)(C)CC1=NCCc1ccccc1 (stereo not drawn)	-14%	?	-6
21	O=C(CN1CCOCC1)NN=C(c1ccccc1)c1ccccc1	0%	-16%	-5
34	CC1(C)CC(NC(=O)c2ccc3c(c2)OCO3)CC(C)(C)N1	6%	34%[activator]	-6
38	O=C(COc1ccccc1Br)NCCC1=CCCCC1	?	?	nt
45	CCCc1c(C)nn(-c2ncccc2[N+](=O)[O-])c1C	2%	6%	-3
17	NC(=S)NC1CC2CC1C1C=CCC21 (stereo not drawn)	0%	0%	-5

item	FBPA Giardia inh	HCV inhibitor	CHX counter
50	?	10%	-8
27	0%	5%	-3
1	nt	?	1
20	4%	?	-2
5	-13%	11µM*	-2
16	10%	0%	-4
21	3%	19%	0
34	-1%	12%	-2
38	nt	?	nt
45	1%	0%	1
17	0%	26%	2
